PrPC TRFRET = inhibitors of human cell surface prion protein PrPC; P04156; TR-FRET read-out; inhibition, % at 13.8 µM; 370,000 compounds, 0.43% hits; in the data active = inhibition above about 24%; note: 0% = median of the test wells and 100% = reference compound wells
TcdB inh = inhibitors of Clostridioides difficile toxin B glycohydrolase; P18177; TcdB glycohydrolase enzymatic assay, plate reader; inhibition, % at 9.99 µM; 350,000 compounds, 0.24% hits; AID 652162; in the data active = inhibition above about 10%
CCHFV vOTU inh = blocks the CCHF virus ovarian tumor domain protease | CCHFV vOTU protease, Pep-AMC fluorescence | inhibition, % at 11.5 µM | 370,000 compounds, 0.55% hits | AID 651958; in the data active = inhibition above about 30%; note: 0% = vehicle wells with enzyme and 100% = no enzyme wells
Vc quorum ag = induces V. cholerae light production without autoinducers; 350,000 compounds, 0.16% hits; AID 588436; activation, % at 18.7 µM; V. cholerae BH1578 lux reporter, luminescence, 6 h; in the data active = activation mostly above about 9.7%, no sharp cut-off; note: not every result past the cut was called active; inactives centre near 0; reference of the scale not given here
MazF activator = increases E. coli MazEF RNase cleavage of RNA | FAM/BHQ RNA-DNA oligo cleavage fluorescence, 5 h | 350,000 compounds, 0.32% hits | P0AE70 | AID 504720 | activation, % at 20 µM; in the data active = activation above about 50%
Target sequence (P0AE70 whole entry, looked up): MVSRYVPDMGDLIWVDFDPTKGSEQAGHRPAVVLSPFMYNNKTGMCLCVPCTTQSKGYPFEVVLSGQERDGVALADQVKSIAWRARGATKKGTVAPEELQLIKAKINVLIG
DUSP3 inh = DUSP3 (human) phosphatase inhibition; AID 1654; 290,000 compounds, 0.52% hits; recombinant VHR phosphatase, pNPP absorbance; P51452; inhibition, % at 13.3 µM; in the data active = inhibition above about 50%; note: some compounds called inactive have numbers as strong as hits
Target sequence (P51452 whole entry, looked up): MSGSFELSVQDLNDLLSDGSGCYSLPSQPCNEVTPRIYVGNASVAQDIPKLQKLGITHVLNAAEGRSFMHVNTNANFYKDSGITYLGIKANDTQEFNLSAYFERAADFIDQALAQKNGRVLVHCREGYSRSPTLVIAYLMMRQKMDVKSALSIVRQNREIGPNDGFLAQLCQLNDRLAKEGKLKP
Yp Topo-I inh = inhibitors of Yersinia pestis topoisomerase I; Y. pestis Topo-I cleavage product accumulation, plate reader; activity, % at 10 µM; 360,000 compounds, 0.064% hits; AID 504884; in the data active = activity above about 50%, passing the limit was not always enough; note: inactives centre near 2
SARS 3CLpro inh = SARS-CoV 3CLpro protease inhibition | AID 1706 | recombinant SARS-CoV 3CLpro, quenched FRET peptide cleavage | inhibition, % at 6 µM | 290,000 compounds, 0.14% hits; in the data active = inhibition above about 12%
SSB-PriA inh = inhibitors of Klebsiella pneumoniae PriA binding to SSB C-terminal tail | 430,000 compounds, 0.6% hits | inhibition, % at 33 µM | AlphaScreen SSBct-PriA binding, biotinylated peptide; in the data active = inhibition mostly above about 37%, no sharp cut-off; inactive = mostly below about 20%;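 note: plate controls were negative control peptide for no effect and reference peptide for full effect; strong numbers were not always called active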
Rv3671c inh = Rv3671c (M. tuberculosis) protease inhibition. P9WHR9. inhibition, % at 5.96 µM. 320,000 compounds, 0.048% hits; in the data active = inhibition above about 38%;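 note: extracellular domain of Rv3671c used as enzyme; 0% = enzyme with DMSO and 100% = no enzyme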
Target sequence (P9WHR9 whole entry, looked up, the tested form may be a part): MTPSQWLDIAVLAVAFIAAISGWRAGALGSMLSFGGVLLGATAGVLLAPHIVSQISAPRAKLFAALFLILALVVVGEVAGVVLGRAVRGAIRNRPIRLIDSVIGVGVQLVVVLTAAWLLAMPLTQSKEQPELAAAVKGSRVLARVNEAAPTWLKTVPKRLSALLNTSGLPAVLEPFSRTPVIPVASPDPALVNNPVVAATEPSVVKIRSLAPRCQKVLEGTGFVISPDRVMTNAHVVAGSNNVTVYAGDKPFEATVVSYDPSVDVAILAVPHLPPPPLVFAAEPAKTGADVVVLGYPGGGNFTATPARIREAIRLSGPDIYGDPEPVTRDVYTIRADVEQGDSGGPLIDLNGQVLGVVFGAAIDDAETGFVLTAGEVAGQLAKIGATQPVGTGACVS
The depositor's hits bear a star; i = inactive; · = not tested or not shown.

SMILES	PrPC TRFRET	TcdB inh	CCHFV vOTU inh	Vc quorum ag	MazF activator	DUSP3 inh	Yp Topo-I inh	SARS 3CLpro inh	SSB-PriA inh	Rv3671c inh
O=C(O)/C(=C/c1cccnc1)NC(=O)c1ccccc1	8	·	-7	i	4	-5	7	1	-3	-2
CCN(c1ccc(C)cc1C)S(=O)(=O)c1nnc(NC(=O)c2ccco2)s1	14	0.9	24	-0.7	-26	-26	-1	6	-9	-12
CCOC(=O)c1cc(-c2ccc(N3CCOCC3)cc2)nn1-c1ccccc1	-2	0.2	10	-0.2	2	-13	1	4	1	11
C/C(N)=C(/C#N)C(=O)CSc1nc2scc(-c3ccccc3)c2c(=O)n1C	2	1.2	9	-0.8	8	-5	21	6	-5	-8
CS(=O)(=O)N1CCN(C(=O)c2csc3ccccc23)CC1	-1	-0.5	-4	i	1	21	1	-2	7	5
FCCCOc1ccc(/C=N/OCc2ccc(Cl)cc2)cc1	-3	·	19	-0.7	-10	-4	-7	3	·	5
O=C(NCc1ccc2c(c1)OCO2)C1CCCN(S(=O)(=O)c2cccc3cccnc23)C1 (stereo not given)	9	0.3	7	-0.1	5	15	-2	-5	-13	6
CCOc1ccc(-n2c(-c3ccco3)n[nH]c2=S)cc1	6	·	7	i	-2	-8	-8	0	12	0
CCOC(=O)c1c(-c2ccc(F)cc2)cn2ccccc12	-3	·	-13	i	1	24	-5	2	0	-2
Cc1ccc(S(=O)(=O)CCC(=O)Nc2ccccc2C)cc1	3	-5.0	-2	i	-2	2	-3	-2	-2	-2
COCCNCC(=O)NCC12CC3CC(CC(C3)C1)C2	9	·	-4	i	1	4	5	-1	-26	-2
O=C(CN1C(=O)NC(Cc2c[nH]c3ccccc23)C1=O)Nc1cccc(S(=O)(=O)N2CCCCCC2)c1 (stereo not given)	0	·	-13	7.7	0	-1	-9	7	27	-12
Cc1c(C(=O)Nc2ccc(Nc3ccccc3)cc2)cccc1[N+](=O)[O-]	-9	1.1	-8	i	-3	-4	-21	3	38	1
COc1ccc(C(CNS(=O)(=O)c2ccccc2)N2CCN(C)CC2)cc1 (stereo not given)	-6	-1.1	-7	1.5	-1	·	-3	·	-6	1
CCOc1ccccc1NC(=O)CCc1nnc2ccc(N3CCC(C)CC3)nn12	-5	1.7	-3	i	8	13	30	-3	-8	4
OC(COc1ccc(OCC(O)CN2CCCCCC2)cc1)CN1CCCCCC1 (stereo not given)	·	·	·	i	-2	42	0	-1	4	1
O=C(Nc1nnc(C2=COCCO2)o1)c1ccc(Cc2ccccc2)cc1	-2	0.2	0	-1.1	-4	22	-5	5	-3	0
CCn1c(CC(=O)Nc2ccccc2)nnc1SCc1nc2ccccc2c(=O)[nH]1	-2	1.8	-7	i	-21	24	2	2	10	-7
COc1ccc(OC)c(S(=O)(=O)Nc2cccc(C(C)=O)c2)c1	8	·	-5	i	3	6	-1	-3	-5	-6
Cc1nn(C)c(C)c1S(=O)(=O)N(CC(=O)N1CCc2ccccc2C1)c1ccc(C(C)C)cc1	-5	3.1	-2	-0.3	7	25	-3	-4	-17	-11

The closing 2 records of the section above are carried over, then new ones follow.
SMILES	PrPC TRFRET	TcdB inh	CCHFV vOTU inh	Vc quorum ag	MazF activator	DUSP3 inh	Yp Topo-I inh	SARS 3CLpro inh	SSB-PriA inh	Rv3671c inh
COc1ccc(OC)c(S(=O)(=O)Nc2cccc(C(C)=O)c2)c1	8	·	-5	i	3	6	-1	-3	-5	-6
Cc1nn(C)c(C)c1S(=O)(=O)N(CC(=O)N1CCc2ccccc2C1)c1ccc(C(C)C)cc1	-5	3.1	-2	-0.3	7	25	-3	-4	-17	-11
COc1ccc(CC(=O)Nc2cccnc2)cc1	-1	-0.3	1	i	10	-4	-1	1	-8	2
CCOC(=O)/C=c1\s/c(=C\c2ccccc2C)c(=O)n1CC(=O)NCc1ccc2c(c1)OCO2	6	-5.6	21	0.0	-21	-1	1	2	·	-15
O=C(N/N=C/c1ccc(F)cc1)c1ccc(Br)cc1	8	2.6	-20	-0.5	7	16	-5	4	·	-3
O=C(N/C=N/OCc1ccc(Cl)cc1Cl)NOCc1ncc(C(F)(F)F)cc1Cl	10	·	20	i	-6	13	41	-1	·	-14
Cc1cccc(N(CC(=O)Nc2ccc(F)cc2)S(C)(=O)=O)c1	2	·	-4	-0.4	-5	16	-3	0	-13	-8
COCCNC(=O)C1(C)CCCN(C(=O)c2ccc(OC)cc2OC)C1 (stereo not given)	0	1.1	-9	i	·	·	4	·	·	·
C=CCSc1nc(Oc2ccccc2)c2sccc2n1	14	·	6	0.6	-6	32	3	0	-62	-6
Cc1ccc(C(CC(=O)NCc2ccco2)c2ccc(OC(C)C)cc2)cc1 (stereo not given)	-1	·	14	-0.7	-2	·	-7	4	-4	-7
C=CCNC(=O)c1ccccc1NS(=O)(=O)c1ccccc1	6	·	2	3.0	1	-15	-4	-2	-18	8
O=C(Nc1ncc(S(=O)(=O)c2ccc([N+](=O)[O-])cc2)s1)c1ccc2ccccc2c1	2	·	8	-0.4	-5	3	-13	1	-9	-2
CC1CCCN(CCCNC(=O)c2cc3c(s2)-c2ccccc2OC3)C1 (stereo not given)	-14	-0.2	-390	i	13	7	-4	2	-14	-7
CCN(CC)C(=O)CSc1nnc(-c2ccccc2)n1-c1ccccc1	22	·	1	0.6	4	18	-3	0	0	-2
CC(C)CC(=O)NC(=S)Nc1ccc(S(=O)(=O)N2CCN(C)CC2)cc1	-8	-0.5	-13	-0.2	3	-13	-9	1	-12	1
CCOc1ccc(NS(=O)(=O)c2cc(NC(=O)CCC(=O)c3cccs3)ccc2Cl)cc1	22	-0.4	0	-0.3	0	-11	3	0	3	-128
Cc1oc(-c2cccs2)nc1CNC[C@H]1O[C@@H](n2cnc3c(N)ncnc32)[C@H](O)[C@@H]1O	7	1.2	3	-1.6	4	·	5	·	0	4
O=C(NC(=S)NC1CCSC1=O)c1ccccc1Cl (stereo not given)	1	·	1	-11	7	16	1	3	4	7
COc1ccccc1CNC(=O)C(=O)NCC1OCCN1S(=O)(=O)c1cccs1 (stereo not given)	-6	0.1	5	-0.1	3	13	-10	2	-2	-2
O=C(NCc1ccc(F)cc1)c1ccc(CS(=O)(=O)c2ccc(Br)cc2)o1	16	-1.3	-4	-0.4	8	16	-6	0	-13	-6
CCOc1ccc2nc(/N=C/c3nc(-c4ccccc4)oc3O)sc2c1	5	·	19	-0.4	-23	10	7	3	·	6
C=CCn1c(SCCOc2ccccc2)nnc1C(C)NC(=O)c1ccccc1 (stereo not given)	3	·	7	-0.7	-2	35	-6	1	-9	7

Among those listed so far, 5 contain an aryl methoxy group.
SMILES	PrPC TRFRET	TcdB inh	CCHFV vOTU inh	Vc quorum ag	MazF activator	DUSP3 inh	Yp Topo-I inh	SARS 3CLpro inh	SSB-PriA inh	Rv3671c inh
COc1ccc(C(CNS(=O)(=O)c2ccccc2)N2CCN(C)CC2)cc1 (stereo not given)	-6	-1.1	-7	1.5	-1	·	-3	·	-6	1
COc1ccc(OC)c(S(=O)(=O)Nc2cccc(C(C)=O)c2)c1	8	·	-5	i	3	6	-1	-3	-5	-6
COc1ccc(CC(=O)Nc2cccnc2)cc1	-1	-0.3	1	i	10	-4	-1	1	-8	2
COCCNC(=O)C1(C)CCCN(C(=O)c2ccc(OC)cc2OC)C1 (stereo not given)	0	1.1	-9	i	·	·	4	·	·	·
COc1ccccc1CNC(=O)C(=O)NCC1OCCN1S(=O)(=O)c1cccs1 (stereo not given)	-6	0.1	5	-0.1	3	13	-10	2	-2	-2

The listing continues.
SMILES	PrPC TRFRET	TcdB inh	CCHFV vOTU inh	Vc quorum ag	MazF activator	DUSP3 inh	Yp Topo-I inh	SARS 3CLpro inh	SSB-PriA inh	Rv3671c inh
O=C(Nc1ccc(F)cc1)Nc1nnc(-c2ccccc2)o1	-3	0.9	4	0.4	3	14	0	1	0	1
CN(c1ccc(C(=O)N2CCCCC2)cc1)S(C)(=O)=O	3	·	0	i	-10	110	3	-2	-13	-4
Cc1cc([N+](=O)[O-])nn1CCCC(=O)Nc1sc2c(c1C(N)=O)CCCC2	-1	·	-17	-0.6	7	0	8	2	-2	3
O=S(=O)(Nc1ncnc2sc3c(c12)CCC3)c1cc(F)ccc1F	-2	1.1	-11	i	-4	36	1	2	-5	-5
CC1CCN(S(=O)(=O)c2ccc3c(c2)CCN3C(=O)CCC(=O)O)CC1	4	·	-8	i	3	35	2	2	-8	0
N#CCC(=O)NNC(=S)Nc1ccccc1C(F)(F)F	2	0.6	-3	-0.3	6	23	17	2	1	7
COc1cccc(NC(=O)c2cc(-c3ccco3)nc3ccccc23)c1	-5	1.5	-11	-0.4	-10	·	3	·	-1	-30
CCN(CC)c1ccc(C2C(C(C)=O)C(=O)CC(C)(O)C2C(C)=O)cc1 (stereo not given)	3	·	0	i	13	·	-2	-4	-5	8
COc1ccc(NC(=S)NCCCN2CCN(C3CCCCC3)CC2)cc1	-5	1.3	-18	-0.4	-6	-7	-1	1	1	15
CCOC(=O)C1=CNS(=O)(=O)NC1c1cccc(O)c1 (stereo not given)	3	1.7	-2	i	8	·	-6	·	-2	·
CNC(=O)c1c(C)nc(SCC(=O)NCc2ccc(OC)cc2)c(C#N)c1-c1ccco1	-12	·	8	i	5	14	-11	2	0	-3
O=S(=O)(c1ccc2c(c1)C(=NO)c1cc(S(=O)(=O)N3CCCCC3)ccc1-2)N1CCCCC1	2	·	-3	i	3	-8	13	-5	0	-175
COc1ccc([N+](=O)[O-])cc1/C=N/NC(=O)/C(=C\c1cccs1)NC(=O)c1ccccc1	-17	·	-6	-5.9	-3	20	3	-3	·	-6
Cc1ccc(C(O)c2ncc(-c3ccccc3C)[nH]2)cc1 (stereo not given)	1	1.9	11	3.7	·	·	11	·	·	·
Cc1cc(-c2n[nH]c(=S)n2-c2ccccc2C)cs1	-1	·	-3	-0.2	5	2	-9	3	13	1
Cc1cccc(N(C)S(=O)(=O)c2cc3c(cc2C)n(C)c(=O)c(=O)n3C)c1	7	-0.1	-2	-0.2	11	2	7	0	-6	-5
O=C(Nc1c2c(nn1-c1ccccc1)CS(=O)C2)c1ccco1 (stereo not given)	4	0.1	-19	0.9	4	6	3	-9	-18	-5
Cc1ccc(C(=O)O/N=C/c2ccc3c(c2)OCO3)cc1	2	1.3	-4	-0.3	6	-7	8	-1	·	-6
CC1CCCCC1NC(=O)COC(=O)c1ccc([N+](=O)[O-])o1 (stereo not given)	-29	0.7	5	i	-4	·	1	·	-5	·
CCS(=O)(=O)N1Cc2ccccc2CC1C(=O)Nc1ccc(OC)cc1OC (stereo not given)	0	-1.8	-10	-7.7	3	6	4	-2	7	1
CCN(CC(=O)NC1CCCC1)S(=O)(=O)c1ccc(F)cc1	3	0.6	-6	-3.4	3	24	1	0	-14	-6

Not all compounds are listed (hit frequency here may not be typical).
